Source: PubChem
Fh CTSL1 inh – blocks F. hepatica cathepsin L1 in PFM18AAP counter-screen; recombinant F. hepatica cathepsin L1, Z-Leu-Arg-MCA fluorescence; inhibition, % at 5.96 µM; 300,000 compounds, 0.49% hits;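 active means inhibition above the mean of all tested compounds plus 3 SD, set per screening campaign, cut at about 17% in these data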;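 further: 0% = plate median of test compound wells and 100% = 1 µM Z-Phe-Ala-diazomethylketone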
PAFAH2 inh – PAFAH2 (human) inhibition; recombinant PAFAH2, FP-rhodamine activity probe, fluorescence polarization; inhibition, % at 3.39 µM; 340,000 compounds, 0.99% hits; AID 492956;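 active means inhibition above the mean over all tested compounds plus 3 SD, cut at about 30% in these data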;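 further: inhibitors block probe labeling of enzyme so polarization drops; 0% = enzyme with DMSO and 100% = wells lacking PAFAH2 protein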
AHR act – human AHR activation; AID 2796; activation, % at 5 µM; AHR-responsive luciferase reporter cells, luminescence; 320,000 compounds, 2.5% hits; P35869; in the data active means activation above about 47%;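 further: 0% = vehicle wells and 100% = reference agonist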
TPT1 inh – C. albicans TPT1 enzyme inhibition. 300,000 compounds, 0.81% hits. recombinant caTPT1, FP RNA substrate dephosphorylation. inhibition, % at 5 µM;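 active means inhibition above the mean of all tested compounds plus 3 SD, set per screening campaign, cut at about 24% in these data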;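 further: plate controls were DMSO alone for no effect and ferristatin control at 100 nM for full effect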
PP1 counter – counter-screen for PP5 inhibitors: inhibitors of human PP1-alpha. AID 2235. 320,000 compounds, 0.9% hits. purified PP1alpha, OMFP fluorescence. P62136. inhibition, % at 6.7 µM;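 active means inhibition above the mean inhibition of all tested compounds plus 3 SD, computed separately for each screening campaign, cut at about 15% in these data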
core dimer inh – blocks dimerization of HCV core protein | inhibition, % at 5 µM | 300,000 compounds, 0.33% hits | TR-FRET GST/Flag-core106 dimerization, 1536-well;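 active means inhibition above the mean of all tested compounds plus 3 SD, set per screening campaign, cut at about 45% in these data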
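System – GST-tagged and Flag-tagged HCV core protein residues 1-106 · Repeats – one well for each compound · Technique – TR-FRET 671 and 617 nm emission · Doses – one concentration, 5 µM, in 0.5% DMSO · Times – 4 h, 22.5 °C incubation · Also added – Eu donor and XL665 acceptor anti-tag antibodies · Measure – percent inhibition of core106 dimerization signal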
PP5 inh – PP5 (human) phosphatase inhibition. P53041. AID 1987. 320,000 compounds, 0.18% hits. inhibition, % at 6.7 µM. purified PP5c, OMFP substrate fluorescence;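 active means inhibition above the campaign's mean inhibition across all tested compounds plus 3 SD, cut at about 9.5% in these data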;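 further: 0% = DMSO only and 100% = 100 µM cantharidin control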
Target sequence (P53041 whole entry, looked up): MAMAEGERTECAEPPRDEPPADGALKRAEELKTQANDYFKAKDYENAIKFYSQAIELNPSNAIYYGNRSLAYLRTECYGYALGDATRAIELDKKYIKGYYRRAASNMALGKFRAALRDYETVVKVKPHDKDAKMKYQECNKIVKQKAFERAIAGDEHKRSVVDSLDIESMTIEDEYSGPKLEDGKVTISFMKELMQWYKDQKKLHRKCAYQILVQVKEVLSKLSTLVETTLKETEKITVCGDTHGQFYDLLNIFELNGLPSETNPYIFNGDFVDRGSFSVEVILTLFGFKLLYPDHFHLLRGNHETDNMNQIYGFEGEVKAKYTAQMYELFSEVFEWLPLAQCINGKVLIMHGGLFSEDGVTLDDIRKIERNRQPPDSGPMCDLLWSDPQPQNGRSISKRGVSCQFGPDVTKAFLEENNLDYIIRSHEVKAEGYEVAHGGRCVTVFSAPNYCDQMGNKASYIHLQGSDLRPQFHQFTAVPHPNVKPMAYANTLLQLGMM
procasp3 activ – activates human procaspase-3. 330,000 compounds, 0.11% hits. activation, % at 8.5 µM. P42574. recombinant procaspase-3 D3A, Ac-DEVD-pNA absorbance 405 nm;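 active means activation above the mean of all tested compounds plus 3 SD, cut at about 21% in these data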;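 further: 0% = DMSO alone and 100% = DMSO wells spiked with extra 5 µM PC-3 D3A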
Target sequence (P42574 whole entry D9A/D28A/D175A): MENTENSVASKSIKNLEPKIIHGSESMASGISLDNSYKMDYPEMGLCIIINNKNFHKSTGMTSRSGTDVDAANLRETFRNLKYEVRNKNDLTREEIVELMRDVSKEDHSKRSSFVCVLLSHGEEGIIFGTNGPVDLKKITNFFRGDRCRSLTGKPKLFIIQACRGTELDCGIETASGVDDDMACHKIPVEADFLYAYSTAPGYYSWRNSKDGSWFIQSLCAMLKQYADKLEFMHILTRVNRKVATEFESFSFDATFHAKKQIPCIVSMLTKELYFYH
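Assay system – Procaspase-3 D3A mutant · Benchmarks – DMSO low control, extra-enzyme high control · Technique – 405 nm absorbance of p-nitroaniline, reads at 0 and 120 min · Doses – 8.5 µM nominal · Measure – % activation between DMSO and enzyme-spiked controls · Also added – Ac-DEVD-pNA chromogenic peptide substrate · Schedule – 1 h compound preincubation, 2 h substrate hydrolysis at 25 °C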
proCasp7 act – activates human procaspase-7, counter-screen for procaspase-3 activators | activation, % at 8.5 µM | 330,000 compounds, 0.093% hits | recombinant procaspase-7, Ac-DEVD-pNA absorbance 405 nm; D23A/D198A/D206A triple mutant, cannot self-cleave; scale: DMSO 0, 5 µM enzyme 100;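 active means percent activation above the screen-wide mean plus 3 SD, cut at about 25% in these data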
Target sequence (P55210 whole entry D23A/D198A/D206A): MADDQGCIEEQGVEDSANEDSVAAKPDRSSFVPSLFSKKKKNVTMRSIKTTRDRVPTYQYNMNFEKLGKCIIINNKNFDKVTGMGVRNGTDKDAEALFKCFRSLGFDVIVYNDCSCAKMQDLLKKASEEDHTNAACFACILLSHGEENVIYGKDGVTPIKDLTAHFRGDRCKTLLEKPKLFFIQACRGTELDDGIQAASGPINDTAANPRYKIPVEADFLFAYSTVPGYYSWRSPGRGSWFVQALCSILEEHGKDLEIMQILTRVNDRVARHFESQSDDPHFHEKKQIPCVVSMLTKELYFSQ
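Material: Procaspase-7 triple mutant (PC-7 D3A) | Quantity: 2 µM procaspase-7 mutant as dispensed | Reagent: DEVD-pNA substrate | Times: 1 h preincubation, 2 h reaction | Technique: 405 nm absorbance of p-nitroaniline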
* hit, by the source's call; nt = no result given.

SMILES	Fh CTSL1 inh	PAFAH2 inh	AHR act	TPT1 inh	PP1 counter	core dimer inh	PP5 inh	procasp3 activ	proCasp7 act
Cc1ccccc1-n1c(=O)n(Cc2ccco2)c(=O)c2[nH]cnc21	-6	-1	3	2	0	-5	3.1	1	3
O=C(O)C1CCN(C(=O)c2ccccc2C(=O)N2CCC(C(=O)O)CC2)CC1	0	-3	-1	-2	1	0	-0.2	-2	1
O=C(Cn1cnnn1)Nc1cccc(S(=O)(=O)N2CCCCC2)c1	1	0	1	1	2	0	1.2	-7	2
Cc1cc(C)c(C#N)c(N2CCN(c3ccccc3F)CC2)n1	2	-2	33	-5	5	2	1.8	2	14
CN(c1ccccc1)S(=O)(=O)c1ccc(NC(=S)NC(=O)C2CC2)cc1	-5	0	1	-2	3	0	2.6	-10	6
O=C(c1ccco1)N(Cc1ccccc1)c1cccc([N+](=O)[O-])c1	2	0	7	1	-2	-3	-0.4	10	1
c1ccc(OCc2nn3c(-c4n[nH]c5c4CCC5)nnc3s2)cc1	0	-3	68*	0	9	47*	-0.7	3	1
CCCCn1c(=O)nc2n(-c3ccc(OC)cc3)c3ccccc3cc-2c1=O	2	5	-1	-4	-4	4	-0.6	5	-9
CCOC(=O)C1CCCN(Cc2nc(N)nc(Nc3ccc(C)cc3)n2)C1 (stereo not drawn)	-1	3	1	9	1	12	4.7	-6	13
CC(C)n1c(C(=O)OCC(=O)NCc2ccc3c(c2)OCO3)cc2sccc21	-1	-3	7	2	-3	5	1.8	-1	1
Cn1cc2cccc([N+](=O)[O-])c2n1	5	-2	7	1	-1	-16	3.2	-6	-19
N=C1/C(=C/c2cccs2)C(=O)N=C2SN=C(SCc3ccccc3)N12	2	-34	3	8	-2	1	-0.4	-15	-18
Cc1ccc(N(C(=O)c2cccs2)C2C=CS(=O)(=O)C2)cc1 (stereo not drawn)	-3	9	0	1	-6	2	0.1	2	4
Cc1onc(-c2c(Cl)cccc2Cl)c1C(=O)Nc1ccc(Cl)cn1	1	6	1	3	4	4	3.9	1	5
COC(=O)Cc1c(C)c2ccc(OC(=O)c3ccccc3)cc2oc1=O	-5	-6	-4	-3	5	9	0.8	-10	1
Cc1ccc(OCCCC(=O)Nc2ccc(S(=O)(=O)N3CCOCC3)cc2)cc1	nt	4	0	nt	-1	nt	3.0	-5	10
O=C(COC(=O)CNC(=O)c1cccc([N+](=O)[O-])c1)NCc1ccco1	-15	0	0	4	0	-3	0.1	0	5
O=C1CSC(=S)N1/N=C/c1ccc2c(c1)OCCO2	2	-2	5	10	-2	2	-1.4	-2	-16
CCn1c(SCC(=O)Nc2ccccc2)nc2ccccc2c1=O	0	-2	0	2	4	4	0.3	3	-10
Cc1ccc(N2CCN(C(=O)NC3CCCCC3)CC2C)cc1 (stereo not drawn)	-5	-5	0	4	-2	-5	-1.5	2	10
CC(C)CCCN1C(N(C)C)=NC[C@@H]1C	0	9	1	-1	1	4	-1.1	-5	-10
CCC/C(O)=C1\C(=O)CCCC1=NCCc1c(C)[nH]c2ccc(C)cc12	-1	14	2	0	-4	3	0.5	-1	7
CCc1nc(Nc2cccc(F)c2)c2oc3ccccc3c2n1	1	-3	30	-3	2	1	4.0	1	1
CS(=O)(=O)N1N=C(c2cccs2)CC1c1ccccc1 (stereo not drawn)	-2	-1	3	0	-5	-4	1.3	-1	7
COc1ccc(CNS(=O)(=O)NCc2ccc(C)cc2)cc1	2	7	-1	-2	-3	5	0.4	-2	-2
O=C(COC(=O)C1CC(O)CN1S(=O)(=O)c1ccc(Cl)cc1)c1ccccc1 (stereo not drawn)	-4	4	6	0	-1	-3	0.6	2	6
Cc1ccc(NC(=O)CCCN2C(=O)c3cccc4cccc(c34)C2=O)cc1	-1	-7	-9	-2	-1	11	2.0	3	13
CCCCN(C)CC(O)Cn1cc(/C=C/C(=O)c2ccc(C)cc2)c2ccccc21 (stereo not drawn)	-1	1	3	18	6	-15	3.9	-9	-12
O=C1C(Cl)=C(NCCN2CCOCC2)C(=O)c2ccccc21	12	0	8	-2	0	-17	0.1	1	-12
Cc1ccccc1Cn1c(C(C)O)nc2ccccc21 (stereo not drawn)	-3	-2	0	1	2	1	2.7	0	5
Cc1cccc(NC(=O)C2C3C=CC(O3)C2C(=O)O)c1 (stereo not drawn)	2	nt	1	0	-1	14	9.8*	-20	-32
Nc1nc(Nc2ccccc2F)nc(NCc2ccccc2)c1[N+](=O)[O-]	3	-2	3	5	0	5	2.4	0	-2
O=C1CC(N2CCSCC2)C(=O)N1c1cccc(Br)c1 (stereo not drawn)	2	7	-2	-4	-3	4	0.7	-12	-9
CN1CCN(C(c2cccnc2)c2ccc3cccnc3c2O)CC1 (stereo not drawn)	0	-5	0	2	6	0	3.0	-1	-10
CC12CCC(=O)N1C(C(=O)Nc1nc3c(F)cc(F)cc3s1)CS2 (stereo not drawn)	0	1	97*	-1	-2	27	0.7	-3	-4
CC(=O)Nc1cccc(NC(=S)Nc2ccc(F)c(Cl)c2)c1	-3	8	15	-3	-2	-2	1.1	-4	-26
CC(C)C[C@@H](CO)N1CCNCCC1=O	1	7	0	-3	-6	-4	3.9	-9	1
COc1ccccc1C(CCNS(=O)(=O)c1ccc(C)cc1)c1ccco1 (stereo not drawn)	2	-1	-2	3	4	15	4.1	6	-2
COCCNC(=O)CNC(=O)c1nn(-c2ccc(OC)c(Cl)c2)c(=O)c2ccccc12	3	1	1	3	-2	-12	0.6	9	-1
CCCCC(=O)N(Cc1nc2sc(C)c(C)c2c(=O)[nH]1)C1CCCC1	2	7	7	-10	1	3	1.4	0	3
CCN1C(=O)CSc2ccc(C(=O)NCc3ccccc3)cc21	-2	1	3	-4	-3	-5	0.0	-5	9
Brc1cccc(C2Nc3cccc4cccc(c34)N2)c1	-2	-1	35	-3	3	8	1.7	1	-3
Cc1ccc(S(=O)(=O)N2CCN=C2c2ccccc2)cc1C	1	-1	3	4	-2	3	-0.1	6	4
Cc1ccc(CNC(=O)C2CC(c3ccccc3C(F)(F)F)=NO2)cc1 (stereo not drawn)	-3	7	3	-3	0	3	2.2	1	10
Cn1c(C=O)c(-c2ccc3cc[nH]c3c2)c2ccccc21	nt	-9	34	nt	-5	nt	2.2	-9	-6

Single records, as listed above. Order of values: Fh CTSL1 inh | PAFAH2 inh | AHR act | TPT1 inh | PP1 counter | core dimer inh | PP5 inh | procasp3 activ | proCasp7 act
Listed for Cc1ccc(S(=O)(=O)N2CCN=C2c2ccccc2)cc1C = 1 | -1 | 3 | 4 | -2 | 3 | -0.1 | 6 | 4
Listed for CC(=O)Nc1cccc(NC(=S)Nc2ccc(F)c(Cl)c2)c1 = -3 | 8 | 15 | -3 | -2 | -2 | 1.1 | -4 | -26
Listed for Nc1nc(Nc2ccccc2F)nc(NCc2ccccc2)c1[N+](=O)[O-] = 3 | -2 | 3 | 5 | 0 | 5 | 2.4 | 0 | -2
Listed for Brc1cccc(C2Nc3cccc4cccc(c34)N2)c1 = -2 | -1 | 35 | -3 | 3 | 8 | 1.7 | 1 | -3
Listed for COCCNC(=O)CNC(=O)c1nn(-c2ccc(OC)c(Cl)c2)c(=O)c2ccccc12 = 3 | 1 | 1 | 3 | -2 | -12 | 0.6 | 9 | -1

Additional results follow.
SMILES	Fh CTSL1 inh	PAFAH2 inh	AHR act	TPT1 inh	PP1 counter	core dimer inh	PP5 inh	procasp3 activ	proCasp7 act
Cc1c(CC(=O)NC(C)C)c(=O)oc2cc3c(cc12)CCC(C)(C)O3	4	-6	10	5	1	2	-0.5	7	-4
Cc1c(C(=O)CN2CCN(c3ccccc3)CC2)c2ccccc2n1C	4	-3	-2	2	-1	-13	0.7	3	-4
c1ccc(Cn2nnc3c(N4CCC5(CC4)OCCO5)ncnc32)cc1	4	-3	22	0	2	4	3.5	-4	10
O=c1c2ccccc2[nH]c(=S)n1Cc1ccccc1	5	-2	0	1	2	-1	1.5	-4	1
COC(=O)CN(C)C(=O)c1cccc(OC2CCN(S(=O)(=O)N(C)C)CC2)c1	-2	2	1	4	-5	1	3.6	0	9
Cc1ccc(-c2nnc(SCc3nc4ccccc4[nH]3)n2Cc2ccco2)cc1	2	2	9	-3	0	-2	-0.8	-1	-11
CN(C)CCCNC(=O)c1ccc(-c2cc(O)c3ncccc3c2)cc1	nt	5	0	nt	nt	nt	nt	-8	-3
CN(C)C(CNS(=O)(=O)c1ccc2ccccc2c1)c1ccccc1 (stereo not drawn)	1	3	-1	-1	1	6	0.8	1	4
CCCCc1nnc(NC(=O)CCN2C(=O)C3CC=CCC3C2=O)s1 (stereo not drawn)	nt	-3	-1	nt	-4	nt	-0.7	7	-2
O=C(OCc1nc2ccccc2[n+]([O-])c1C(=O)c1ccccc1)c1cccnc1	-3	3	6	2	-2	3	-1.2	5	8
O=c1cc(Cc2ccccc2)[nH]c(=S)[nH]1	2	-2	-1	-3	-2	4	-3.4	9	7
Cc1cc(C(F)(F)F)n2nc(C)c(-c3ccc(Cl)cc3)c2n1	2	-6	19	1	2	-2	0.8	3	1
c1csc(C2Nc3ccccc3-c3nc4ccccc4n32)c1 (stereo not drawn)	1	-4	133*	3	1	-6	3.1	-2	5
CC(=O)Oc1ccc(C(C)=O)c2c1OCCO2	-6	4	2	0	6	8	0.3	3	1
Cc1ccc(-c2nc3ccccc3s2)cc1NC(=S)NC(=O)c1cccc2ccccc12	-6	0	5	1	-2	-1	1.3	8	-2

Some of these compounds in order of their number in PP5 inh, descending.
structure,PP5 inh
c1csc(C2Nc3ccccc3-c3nc4ccccc4n32)c1 (stereo not drawn),3.1
Cc1ccc(-c2nc3ccccc3s2)cc1NC(=S)NC(=O)c1cccc2ccccc12,1.3
CCCCc1nnc(NC(=O)CCN2C(=O)C3CC=CCC3C2=O)s1 (stereo not drawn),-0.7

(continued)
SMILES	Fh CTSL1 inh	PAFAH2 inh	AHR act	TPT1 inh	PP1 counter	core dimer inh	PP5 inh	procasp3 activ	proCasp7 act
CCOC(=O)c1ccc(NC(=S)NC2CCCC2)cc1	0	2	4	0	-3	-4	-0.6	-8	10
Cc1ccc[n+](C(C)C(=O)Nc2ccc(C)c(C)c2)c1 (stereo not drawn)	12	2	0	-2	3	-13	4.1	4	-14
CCOc1ccc(NC(=O)CSc2nc3ccccc3nc2N2CCCC2)cc1	1	2	7	-2	5	19	-0.6	11	17
COc1ccc(C2CC(=O)C(C=NCCN3CCN(C(=S)Nc4ccccc4)CC3)=C(O)C2)cc1 (stereo not drawn)	-2	0	-2	-3	-3	5	2.9	-8	12
COc1ccc(OCC(=O)Nc2ccc3c(c2)n(C)c(=O)n3C)cc1	2	0	-1	0	1	1	-0.8	0	4
COc1ccc(Nc2oc(-c3ccccc3Cl)nc2C#N)cc1	0	-5	-7	1	6	7	2.2	8	15
Oc1cccc(/C=N/N2CCN(C3c4ccccc4-c4ccccc43)CC2)c1	1	-7	0	-1	0	-3	1.2	3	-3
COc1ccc2c(c1)C(c1ccc(C)o1)=NNC(c1cccnc1)=N2	0	-10	8	0	-3	6	0.5	6	1
COc1ccc(N2Cc3cccc(C(=O)O)c3C2=O)cc1	-5	5	3	-2	5	48*	1.2	-5	1
CCOc1ccc(-c2nnc(-c3ccncc3)o2)cc1	0	-5	61*	-5	-2	-3	0.6	-5	1
